HIV peptide binding – cell-free HIV fusion peptide-binding blockers – biochemical, uHTS, fluorescence dequenching, primary screen (AID 1986) | cell-free peptide binding, fluorescence dequenching, 30 min; higher % means a stronger effect | inhibition, % at 20 µM, or IC50 in µM where a hit was titrated | actives 0.3% (n = 290,000); in the data active = inhibition mostly above about 52%, no sharp cut-off; inactive = mostly below about 76%; also: some results filed as inactive read as strong as hits
KOR beta-arrestin-1 – KOR antagonists, beta-arrestin recruitment, cell-based, luminescence, uHTS (AID 1778); KOR beta-arrestin recruitment, luminescence, antagonist mode; higher % means a stronger effect; inhibition, % at 10 µM, or IC50 in µM where a hit was titrated; actives 0.091% (n = 290,000); in the data active = inhibition above about 50%; also: strong numbers were not always called active
NOD1 NF-kB reporter – inhibition of NOD1-driven NF-kB reporter – cell-based, luminescence, uHTS, primary screen (AID 1578); NOD1-driven NF-kB luciferase reporter cells, luminescence; higher % means a stronger effect; inhibition, % at 4 µM; hits with a dose series show EC50 in µM; actives 1% (n = 290,000); in the data active = inhibition mostly above about 36%, no sharp cut-off; inactive = mostly below about 34%;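 also: HEK-293T reporter cells stimulated with the NOD1 agonist gamma-tri-DAP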
Siah-1 displacement – blockers of Siah-1 interaction with plectin peptide – biochemical, fluorescence polarization, rhodamine-plectin, uHTS, primary screen (AID 1817) | actives 0.02% (n = 290,000) | displacement, % at 20 µM, or IC50 in µM where a hit was titrated | Siah-1 / rhodamine-plectin peptide fluorescence polarization; higher % means a stronger effect;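 active = displacement of at least 50% at 20 µM, with a fluorescence ratio check between 0.3 and a set limit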;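 also: plate controls were Siah plus tracer with DMSO for no effect and tracer alone without Siah for full effect; strong numbers were not always called active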
KOR beta-arrestin-2 – kappa opioid receptor activators – cell-based, luminescence, uHTS, primary screen (AID 1777); activation, % at 10 µM, or EC50 in µM where a hit was titrated; KOR beta-arrestin recruitment, luminescence; higher % means a stronger effect; actives 0.02% (n = 280,000); in the data active = activation above about 50%, passing the limit was not always enough; also: a part of the inactive calls stands beside numbers as strong as those of hits
GPR35 arrestin U2OS – inhibition of zaprinast-stimulated GPR35 beta-arrestin translocation – imaging, U2OS, beta-arrestin-GFP, zaprinast agonist, primary screen (AID 2058); U2OS GPR35 beta-arrestin-GFP translocation imaging, zaprinast antagonism; higher % means a stronger effect; inhibition, % at 10 µM, or IC50 in µM where a hit was titrated; actives 0.052% (n = 290,000);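 active = inhibition of at least 50% with at least 30 cells and total cytoplasm GFP at most 10,000,000; inconclusive = under 30 cells or total GFP of 10,000,000 plus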
GPR55 LPI antagonism – inhibition of LPI-stimulated GPR55 beta-arrestin translocation – imaging, U2OS, beta-arrestin-GFP, LPI agonist, primary screen (AID 2013); U2OS GPR55 beta-arrestin-GFP translocation imaging, LPI antagonism; higher % means a stronger effect; one-dose inhibition, % at 10 µM; IC50 in µM for titrated hits; actives 0.13% (n = 290,000);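 active = spots per cell inhibited over 60%, with over 100 cells counted and total cytoplasm intensity under 500,000; inconclusive = wells with under 100 cells, flagged as likely toxic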;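 also: U2OS cells stably carrying GPR55 and arrestin-GFP stimulated by 5 µM LPI near EC80; imaged beta-arrestin-GFP aggregate spots per cell after agonist stimulation; plate controls were LPI-stimulated DMSO wells for no effect and DMSO wells without LPI for full effect; some results filed as inactive read as strong as hits; confirmed hits need IC50 under 10 µM and bright autofluorescent wells are also inconclusive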
GPR55 activation – selective activators of receptor GPR55 – imaging, U2OS cells, beta-arrestin-GFP redistribution, primary screen (AID 1961); actives 0.048% (n = 290,000); activation, % at 10 µM, or EC50 in µM where a hit was titrated; U2OS GPR55 beta-arrestin-GFP redistribution imaging; higher % means a stronger effect;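 active = activation above 40% with more than 50 cells counted in the well; inconclusive = wells holding fewer than 50 cells, flagged as toxic or sparse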;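 also: U2OS osteosarcoma cells stably expressing GPR55 and beta-arrestin-GFP; plate controls were DMSO negative control for no effect and LPI positive control for full effect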
AID2073 – inhibitors of Mint1-CaV2.2 protein interaction, biochemical, HTRF (AID 2073) | HTRF protein-protein interaction, Mint1-CaV2.2; higher % means a stronger effect | one-dose inhibition, % at 20 µM; IC50 in µM for titrated hits | actives 0.19% (n = 290,000); in the data active = inhibition mostly above about 51%, no sharp cut-off; inconclusive = no clear call, values can overlap the other calls; inactive = mostly below about 53%; also: some results filed as inactive read as strong as hits
* marks the source's active call; other numbers are inactive results; u = inconclusive; x = not tested or not shown; [ ] = another dose, or the depositor's remark. Some of the compounds tested; the hit share may differ from the screen's.

SMILES	HIV peptide binding	KOR beta-arrestin-1	NOD1 NF-kB reporter	Siah-1 displacement	KOR beta-arrestin-2	GPR35 arrestin U2OS	GPR55 LPI antagonism	GPR55 activation	AID2073
Cc1ccc(S(=O)(=O)Nc2ccccc2C(=O)N2CCCCC2C)c(C)c1NS(C)(=O)=O (configuration not stated)	-0.5%	-25%	14%	-4%	-1.1%	9%	8%	-0.1%	5%
O=C(NCc1ccc2c(c1)OCO2)C1CCC(CNc2c(N3CCCCC3)c(=O)c2=O)CC1 (configuration not stated)	-2.4%	24%	-21%	-1%	-3.1%	-8%	6%	0.2%	-2%
O=C(COC(=O)c1cnccn1)c1cccc([N+](=O)[O-])c1	-1.1%	10%	3%	-4%	1.9%	2%	4%	-0.1%	-4%
CCOc1ccc(S(=O)(=O)n2cnc3ccccc32)cc1	1.4%	-28%[20 µM]	23%	1%	1.4%	-20%	-2%	0.1%	2%
CCNC(=O)CC1C(=O)N(c2ccc(C)cc2)C(=O)N1Cc1ccccn1 (configuration not stated)	0.2%	9%	-10%	3%	3.0%	20%	1%	-0.1%	-6%
Cc1cc(C)nc(SCC(=O)Nc2ccc(S(=O)(=O)Nc3ncccn3)cc2)n1	-0.6%	-69%[20 µM]	-18%	-2%	x	1%	10%	0.2%	-11%
O=C(c1cccc(C(F)(F)F)c1)N1CCN(CCc2ccccc2)CC1	0.5%	-17%	8%	-2%	3.3%	-3%	-4%	0.3%	u
CCOC(=O)CC(=O)CSc1ncc(C(=O)OCC)c(N)n1	19%	-6%	-24%	6%	3.3%	-8%	4%	-0.3%	-8%
CC1=NN(C(=O)Cn2nc([N+](=O)[O-])cc2C)C(O)(C(F)(F)F)C1 (configuration not stated)	0.5%	x	-19%	3%	-2.0%	-4%	2%	-0.4%	-3%
COc1ccc(S(=O)(=O)N2CCCCC2)cc1NC(=O)Cc1c[nH]c2ccccc12	-0.8%	-11%	-18%	2%	-1.8%	1%	6%	-0.3%	-4%
Cc1cc2nn(-c3ccccc3)nc2cc1NC(=O)c1cccs1	-1.9%	-11%	-79%	0%	-4.7%	-5%	-13%	0.4%	0%
CC1=C([N+](=O)[O-])C(c2ccc(Cl)cc2)NC(=O)N1C (configuration not stated)	-0.8%	-52%[20 µM]	-8%	-4%	2.3%	3%	1%	-0.1%	8%
CC1=C(/C=N/Nc2ccc([N+](=O)[O-])cc2[N+](=O)[O-])C(C)(C)CCC1	0.8%	-30%	27%	7%	9.4%	-9%	14%	-0.2%	10%
COc1ccc(C[C@H]2c3cc(O)c(OC)cc3CC[N+]2(C)[O-])cc1O (some centres not stated)	-0.7%	17%	-7%	9%	-3.6%	-12%	3%	-0.1%	8%
Cc1cc(-c2nnc(SCC(=O)Nc3ccc(Br)cc3F)n2N)n[nH]1	0.6%	43%	-18%	8%	-3.4%	5%	1%	-0.1%	-2%
Cc1cccc(NC(=O)[C@H](Cc2c[nH]c3ccccc23)NC(=O)[C@@H]2Cc3ccccc3CN2)c1	3.1%	19%[20 µM]	19%	-6%	-1.5%	-4%	-7%	-0.2%	-4%
CC1C(=O)O[C@@H]2C[C@@H](C)[C@@H]3CCC(=O)[C@@]3(C)[C@@H](O)[C@H]12 (some centres not stated)	-0.1%	35%	0%	-2%	-1.4%	-19%	-4%	0.7%	3%
COc1ccccc1C(=O)NCCN1CCN(c2ccccc2)CC1	0.0%	10%	-34%	4%	-0.9%	-20%	-6%	0.2%	17%
O=C(CCNS(=O)(=O)c1cccc2nonc12)NCc1cccs1	-1.1%	-3%	-6%	-2%	-0.9%	-7%	0%	1.0%	-5%
Cc1ccc(CNS(=O)(=O)c2ccc([N+](=O)[O-])cc2)cc1	-2.2%	0%[20 µM]	-18%	-8%	2.4%	14%	99%	-0.2%	8%
Cc1cccc(-c2noc(-c3cc4ccccc4oc3=O)n2)c1	-1.8%	-14%	-32%	2%	6.0%	5%	3%	-0.1%	9%
COc1ccc(NC(=O)CCCN2C(=O)C3CC=CCC3C2=O)cc1 (configuration not stated)	0.1%	-13%	-26%	-4%	7.9%	-21%	-14%	-0.2%	9%
O=C(O)c1nn(Cc2ncc(-c3cccc(Cl)c3)o2)c(=O)c2ccccc12	2.0%	-12%	-14%	-2%	-4.1%	21%	-2%	0.3%	11%
CCOc1ccc(NC(=O)N(Cc2ccc(C)cc2)Cc2ccccn2)cc1	-1.5%	-12%	-9%	-4%	-0.1%	-19%	6%	-0.1%	54%
CC1(C)CC(OC(=O)c2ccccc2)CC(C)(C)N1	1.3%	-29%	6%	-2%	-2.0%	-1%	1%	-0.1%	25%
CNS(=O)(=O)c1cc(NC(=O)CCCNC(=O)c2ccc(Cl)cc2)ccc1C	-0.9%	0%	-15%	6%	-7.4%	10%	-7%	0.2%	-2%
Cc1nc(Sc2nnnn2C)c2c3c(sc2n1)CCC3	-3.2%	-11%	x	2%	-4.5%	-15%	2%	0.3%	18%
COc1ccc(N(CC(=O)NC2CC3CCC2C3)S(=O)(=O)c2ccc(C)cc2)cc1 (configuration not stated)	0.5%	12%	-13%	1%	3.1%	2%	8%	0.0%	5%
c1ccc(N2CC3CCc4ccccc4C3=N2)cc1 (configuration not stated)	-1.1%	-13%	-18%	2%	1.8%	-3%	6%	-0.1%	12%
COc1ccc(N(CC(=O)N2CCc3ccccc32)S(=O)(=O)c2c(C)noc2C)cc1	-2.7%	8%	-6%	-3%	-1.7%	22%	9%	-0.1%	8%
COc1ccc(NC(=S)N2CCN(Cc3ccco3)CC2)c(OC)c1	2.1%	4%	-7%	8%	-0.3%	-8%	2%	-0.1%	2%
CC(C)Cn1c(N)c(S(=O)(=O)c2cccs2)c2nc3ccccc3nc21	-1.0%	-60%	26%	-7%	-6.5%	26%	9%	-0.1%	16%
Cc1ccc(CN2C(=O)N/C(=C/c3ccc4c(c3)n(C)c(=O)n4C)C2=O)cc1	1.3%	-43%	-32%	-2%	4.9%	3%	2%	0.2%	16%
COc1cc(/C=C2\NC(=S)NC2=O)ccc1OCc1cccc(C(=O)O)c1	42%	5%	-8%	-2%	-9.1%	-8%	4%	0.2%	2%
O=S(=O)(NCc1ccco1)N1CCCCCC1	-0.3%	-5%	4%	-1%	-5.8%	8%	0%	0.1%	-6%
O=C(O)c1cc(S(=O)(=O)N2CCN(C(=O)c3ccco3)CC2)c(Cl)cc1Cl	-1.3%	-11%	24%	-1%	2.8%	-1%	14%	-0.1%	9%
CN(CCN1CCc2ccccc2C1)Cc1nc(-c2ccc3c(c2)OCO3)no1	-2.3%	-11%	-16%	-3%	-3.0%	2%	-1%	-0.1%	2%
Cc1[nH]n(C(N)=S)c(=O)c1C(c1ccccc1)C(C#N)C#N (configuration not stated)	0.3%	-16%	8%	-2%	-3.8%	6%	-5%	0.5%	0%
Cc1cccc(C)c1-n1c(C)cc(/C=N\NC(=O)CC(=O)NC2CCCCC2)c1C	-3.4%	-11%	-32%	6%	2.5%	-18%	9%	-0.3%	-1%
Cc1ccc(C)c2c1[nH]c1ccc([N+](=O)[O-])cc12	-1.8%	-22%	4%	-1%	0.4%	-8%	-4%	0.2%	-4%
CCOC(=O)C1=C(C)Nc2ncnn2C1c1ccc(N(C)C)cc1 (configuration not stated)	-3.1%	-19%	-20%	2%	-0.5%	-7%	5%	-0.2%	-6%
COc1ccccc1CCN=C(N)NS(=O)(=O)c1ccccc1F	1.0%	-5%	8%	0%	4.1%	-6%	-3%	0.3%	-1%
Cc1nc(NC2=NCN(Cc3cccnc3)CN2)nc2c(C)cccc12	0.8%	-43%	-18%	-5%	x	4%	9%	-0.1%	14%
C=CCNC(=S)N1CCC(C(=O)c2ccc(F)cc2)CC1	-1.6%	6%	-20%	4%	13%	-4%	-16%	-0.2%	-20%
CCOC(=O)Cn1nnnc1C(CC)N(Cc1cc2ccc(C)cc2[nH]c1=O)C1CCCC1 (configuration not stated)	-0.3%	-1%	-14%	0%	5.9%	-2%	12%	-0.2%	4%

4 successive compounds out of the list so far, quoted:
SMILES	HIV peptide binding	KOR beta-arrestin-1	NOD1 NF-kB reporter	Siah-1 displacement	KOR beta-arrestin-2	GPR35 arrestin U2OS	GPR55 LPI antagonism	GPR55 activation	AID2073
COc1ccccc1CCN=C(N)NS(=O)(=O)c1ccccc1F	1.0%	-5%	8%	0%	4.1%	-6%	-3%	0.3%	-1%
Cc1nc(NC2=NCN(Cc3cccnc3)CN2)nc2c(C)cccc12	0.8%	-43%	-18%	-5%	x	4%	9%	-0.1%	14%
C=CCNC(=S)N1CCC(C(=O)c2ccc(F)cc2)CC1	-1.6%	6%	-20%	4%	13%	-4%	-16%	-0.2%	-20%
CCOC(=O)Cn1nnnc1C(CC)N(Cc1cc2ccc(C)cc2[nH]c1=O)C1CCCC1 (configuration not stated)	-0.3%	-1%	-14%	0%	5.9%	-2%	12%	-0.2%	4%

Further structures follow.
SMILES	HIV peptide binding	KOR beta-arrestin-1	NOD1 NF-kB reporter	Siah-1 displacement	KOR beta-arrestin-2	GPR35 arrestin U2OS	GPR55 LPI antagonism	GPR55 activation	AID2073
Cc1ncc(CO)c2c1Oc1nc(-c3ccccc3F)nc(SCC(=O)N(C)c3ccccc3)c1C2	4.8%	-42%	6%	12%	4.3%	4%	13%	0.0%	40%
O=C(CC1SC(=NCc2ccccc2)NC1=O)Nc1ccccc1 (configuration not stated)	-3.0%	-44%	-17%	-5%	2.0%	-13%	-2%	-0.5%	6%
CN(C)C(CNC(=O)c1ccc(S(=O)(=O)N(C)C)cc1)Cc1ccccc1 (configuration not stated)	-0.7%	19%	-29%	-3%	-5.2%	-2%	7%	-0.4%	6%
O=C(NCc1ccccc1)c1ccc(CN2CCC(Cc3ccccc3)CC2)cc1	-0.9%	10%	-14%	-5%	-1.9%	7%	2%	0.0%	7%
COc1ccccc1NC(=O)Cn1cnc2c(oc3nc4c(cc32)CCCC4)c1=O	0.3%	-27%	-22%	4%	0.7%	-3%	-14%	0.7%	-3%

Screening results (PubChem)
